Assay outcomes: PubChem BioAssay, several laboratories
EBV LMP1 NFkB = inhibitors of Epstein-Barr LMP1-induced NF-kappaB reporter; LMP1-induced NF-kappaB luciferase reporter cells, luminescence; inhibition, % at 12.5 µM; 350,000 compounds, 0.69% hits; in the data active = inhibition above about 41%;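 also: 0% = neutral control wells and 100% = reference inhibitor control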
NCOA1 inh = inhibits human SRC1 coactivator; HEK293 GAL4-SRC1 luciferase reporter, luminescence; Q15788; inhibition, % at 3.6 µM; AID 588354; 360,000 compounds, 0.12% hits;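 active = inhibition above the campaign mean plus 3 SD, with each screening campaign given its own cutoff, cut at about 60% in these data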;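 also: 0% = DMSO treated cells and 100% = gossypol at 36 µM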
TWEAK Fn14 block = TWEAK-Fn14 signaling inhibition; TWEAK-stimulated Fn14 reporter cells, luciferase luminescence, 8 h; inhibition, % at 10 µM; 360,000 compounds, 2% hits; AID 1159606; in the data active = inhibition above about 50%
LRH-1 inv ag = NR5A2 inverse agonism in reporter assay; HEK293T StAR-luciferase reporter, LRH-1 transfected, 24 h; inhibition, % at 3.6 µM; 360,000 compounds, 0.13% hits; O00482;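 active = inhibition above the mean inhibition of all tested compounds plus 3 SD, cut at about 73% in these data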;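 also: 0% = DMSO wells and 100% = reporter-only cells lacking LRH-1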
SRC3 inh = human NCOA3 inhibition; Q9Y6Q9; HEK293 GAL4-SRC3 luciferase reporter, luminescence; inhibition, % at 3.6 µM; 360,000 compounds, 0.17% hits; AID 588352;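 active = inhibition above a per-campaign cutoff, the mean of all compounds plus 3 SD, cut at about 60% in these data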;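 also: 0% = DMSO-treated cells and 100% = gossypol-treated cells at 36 µM; higher means less SRC3-driven luciferase light from the GAL4 reporter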
SRC2 inh = inhibits human steroid receptor coactivator 2; HEK293 GAL4-SRC2 luciferase reporter, luminescence; inhibition, % at 9 µM; 370,000 compounds, 0.17% hits; AID 651957;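 active = inhibition above the mean inhibition of all tested compounds plus 3 SD, set per campaign, cut at about 52% in these data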;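 also: 0% = DMSO treated cells and 100% = cells given Gossypol at 36 µM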
Target sequence (Q15596 whole entry, looked up, the tested form may be a part): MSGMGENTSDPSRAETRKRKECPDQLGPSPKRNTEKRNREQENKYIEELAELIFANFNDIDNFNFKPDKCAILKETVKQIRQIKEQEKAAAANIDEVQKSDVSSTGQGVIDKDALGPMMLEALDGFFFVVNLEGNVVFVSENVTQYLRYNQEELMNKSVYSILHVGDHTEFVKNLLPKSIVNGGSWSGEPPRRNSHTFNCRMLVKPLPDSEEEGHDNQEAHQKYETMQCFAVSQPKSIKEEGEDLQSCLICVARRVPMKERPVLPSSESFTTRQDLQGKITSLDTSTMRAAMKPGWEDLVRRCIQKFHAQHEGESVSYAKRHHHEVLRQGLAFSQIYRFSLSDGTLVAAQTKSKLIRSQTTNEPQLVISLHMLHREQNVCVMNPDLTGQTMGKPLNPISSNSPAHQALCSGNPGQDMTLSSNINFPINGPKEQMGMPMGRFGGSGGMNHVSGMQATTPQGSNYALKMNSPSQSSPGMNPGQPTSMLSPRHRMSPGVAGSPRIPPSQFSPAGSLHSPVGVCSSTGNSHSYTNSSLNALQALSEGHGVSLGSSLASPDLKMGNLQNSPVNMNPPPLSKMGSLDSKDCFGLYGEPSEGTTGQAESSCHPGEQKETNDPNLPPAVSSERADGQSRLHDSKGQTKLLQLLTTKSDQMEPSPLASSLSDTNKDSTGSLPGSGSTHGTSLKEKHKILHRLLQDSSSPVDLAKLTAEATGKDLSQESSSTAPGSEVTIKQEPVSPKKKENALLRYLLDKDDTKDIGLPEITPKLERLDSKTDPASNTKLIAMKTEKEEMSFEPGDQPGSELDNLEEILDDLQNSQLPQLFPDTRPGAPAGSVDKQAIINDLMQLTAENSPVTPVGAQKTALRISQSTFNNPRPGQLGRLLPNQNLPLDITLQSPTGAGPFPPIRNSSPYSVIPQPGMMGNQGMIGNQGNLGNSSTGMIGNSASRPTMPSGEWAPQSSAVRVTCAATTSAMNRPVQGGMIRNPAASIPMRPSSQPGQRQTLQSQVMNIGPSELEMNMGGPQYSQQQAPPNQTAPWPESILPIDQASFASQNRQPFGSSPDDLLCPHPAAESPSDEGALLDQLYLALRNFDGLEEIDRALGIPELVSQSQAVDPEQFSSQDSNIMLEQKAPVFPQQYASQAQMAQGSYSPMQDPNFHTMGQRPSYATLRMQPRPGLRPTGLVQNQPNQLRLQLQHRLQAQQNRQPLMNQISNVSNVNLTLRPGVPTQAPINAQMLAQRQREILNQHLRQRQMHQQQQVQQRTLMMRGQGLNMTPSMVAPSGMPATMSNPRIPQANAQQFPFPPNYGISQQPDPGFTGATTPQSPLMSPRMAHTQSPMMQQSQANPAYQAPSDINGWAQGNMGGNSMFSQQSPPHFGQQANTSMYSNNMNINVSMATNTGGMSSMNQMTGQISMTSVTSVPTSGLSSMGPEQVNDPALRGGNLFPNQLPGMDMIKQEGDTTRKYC
KKLEB tox = counter-screen for CF NF-kB inhibitors: cytotoxicity | KKLEB CF airway cells viability, ATPlite luminescence, overnight; stronger effect = lower value; cells stimulated with P. aeruginosa culture filtrate | activity change (cytotoxicity), % at 5 µM | 360,000 compounds, 0.36% hits | AID 602141;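 active = corrected activity change at or below -50% at 5 µM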
NR2F2 inh = blocks human COUP-TFII nuclear receptor; HEK293T NGFI-A luciferase reporter, luminescence; inhibition, % at 8.6 µM; 370,000 compounds, 0.7% hits;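 active = inhibition above a per-plate cutoff, mean inhibition of test wells between control levels plus 3 SD, cut at about 38% in these data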;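 also: cells cotransfected with COUP-TFII expression vector driving the NGFI-A reporter; 0% = median of COUP-TF2 test wells and 100% = reporter-only cells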
TROY signal inh = TROY signaling inhibition; inhibition, % at 10 µM; Q293 LMP1-TROYcd NF-kB luciferase reporter, 4 h; 360,000 compounds, 0.98% hits;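 active = compounds whose plate-normalised and pattern-corrected inhibition of the luciferase reporter signal at the single screening dose is 50% or more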
C8 TRAIL sens = caspase-8 TRAIL sensitization; AID 624354; NB7+C8 cells + TRAIL, ATPlite viability luminescence; 360,000 compounds, 1% hits; inhibition (viability loss, TRAIL sensitization), % at 10 µM;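 active = compounds causing at least 50% loss of cell viability in the single-dose screen, relative to plate controls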
CF NFkB block = blocks PAF-induced NF-kB reporter in cystic fibrosis cells | KKLEB NF-kB-GFP reporter, GFP fluorescence overnight | inhibition, % at 5 µM | 360,000 compounds, 0.86% hits;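 active = at least 50% inhibition at 5 µM, scaled per plate between neutral and stimulator controls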;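 also: PAF is a Pseudomonas aeruginosa culture filtrate used as stimulus; plate controls were PAF-stimulated DMSO wells for no effect and unstimulated DMSO wells for full effect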
The depositor's hits bear a star; . = no result given.

entry	canonical_smiles	EBV LMP1 NFkB	NCOA1 inh	TWEAK Fn14 block	LRH-1 inv ag	SRC3 inh	SRC2 inh	KKLEB tox	NR2F2 inh	TROY signal inh	C8 TRAIL sens	CF NFkB block
1	CC1=NNC(=O)C1CC(=O)N/N=C/c1ccc(C)o1 (stereo not drawn)	.	-10	2	-9	10	-21	10	1	-4	-10	-17
2	COc1ccc(-c2cc(C(=O)Nc3cc(OC)c(OC)c(OC)c3)[nH]n2)c(C)c1	.	-28	17	-11	-6	-21	12	-19	-12	1	-50
3	COc1cccc(C2c3[nH]c4ccccc4c3C[C@H]3C(=O)N(CCCO)CC(=O)N23)c1OC (stereo partly drawn)	9	-3	3	23	-32	-42	-7	5	-2	-9	-6
4	CC1CCCCC1NC(=O)CN(C)S(=O)(=O)c1ccc2c(c1)CCC(=O)N2 (stereo not drawn)	-7	3	-11	7	-26	1	18	21	5	-2	-4
5	O=C(Nc1nc2ccccc2[nH]1)C1CCCC1	-16	-85	-9	-121	-80	-8	-26	-22	-78	9	11
6	COc1cccc(OC)c1NC(=O)Cn1nc(C)c2ccccc2c1=O	-3	-2	-6	7	17	3	24	2	2	3	5
7	Cc1noc(COc2ccc(OCc3nc(C)no3)cc2)n1	-1	-13	-2	8	-2	9	4	-4	-4	4	-6
8	COc1ccc(S(=O)(=O)Nc2cc3c(cc2C(C)=O)OCO3)cc1	-11	-16	2	19	17	10	-5	-3	1	-20	16
9	C[C@H](CO)N1C[C@H](C)[C@@H](CN(C)S(=O)(=O)c2cn(C)cn2)Oc2ncc(Br)cc2C1=O	-3	-11	5	-1	2	5	-1	-13	-1	-2	21
10	CC(=O)c1ccc(S(=O)(=O)Nc2cccc(-c3ccc(N4CCOCC4)nn3)c2)cc1	-14	-69	-11	-53	-16	-25	1	-15	-57	32	-5
11	Cn1c(SCc2ccc(Cl)cc2)nc(C(F)(F)F)cc1=O	-5	4	-4	11	15	-11	-9	11	-14	2	16
12	O=C(N/N=C\c1coc2ccccc2c1=O)c1ccco1	5	-26	-8	-34	-17	-25	-4	24	-15	-7	2
13	COc1ccc2nc(/N=C/c3c(C)[nH]n(-c4ccc(C)cc4C)c3=O)sc2c1	6	-17	-11	5	19	-11	-2	-16	-28	24	3
14	CN1C(=O)NC(c2ccc(C(F)(F)F)cc2)C2=C1CC(C)(C)CC2=O (stereo not drawn)	-10	-24	1	-10	0	-24	5	-10	-9	9	-7
15	CCN(CC(=O)NCc1ccc(F)cc1)C(=O)C1CCN(S(=O)(=O)c2ccc(C(C)C)cc2)CC1	6	18	-2	-4	5	16	-2	-6	10	6	6
16	COc1ccc(C(=O)CCC(=O)Nc2ccc(N3CCCCC3)cc2)cc1OC	2	-2	-5	18	-3	-24	2	-6	-17	7	2
17	Cc1nn(-c2ccccc2)c(N2CCCC2)c1/C=N/Nc1ccc(S(=O)(=O)Nc2ccccc2)cc1[N+](=O)[O-]	4	-2	2	-9	10	2	-38	-13	-1	22	42
18	CCN(CC)C(=O)CSc1nnc(-c2ccco2)o1	0	-55	-11	-39	-29	-25	16	-13	-23	13	-22
19	COc1ccc(C(C)(C)C)cc1NC(=O)C1CCCO1 (stereo not drawn)	-6	-17	-9	-22	14	-12	-11	-8	-30	2	-6
20	COc1ccc(OC(=O)c2c(C)nn(-c3ccccc3)c2C)cc1	-27	-35	5	-48	-28	-31	8	-52	-30	-3	-1
21	CCc1nnc(NC(=O)[C@@H](NC(=O)c2cccc(S(=O)(=O)N3CCOCC3)c2)C(C)C)s1	3	-10	8	1	11	-3	-3	-6	-1	3	-3
22	CCCN(CC(=O)Nc1ccccc1C)C(=O)CCCNC(=O)c1ccc(Cl)cc1	8	-4	17	2	16	-9	3	17	1	1	-27
23	CC(/C=N/NC(=O)c1cc(-c2ccccc2)nc2ccccc12)=C\c1ccco1	0	-6	23	-7	6	-24	-15	8	-5	-11	23
24	CCOC(=O)N1CCN(C(=O)c2cccc(N3C(=O)NC4CC3(C)Oc3ccc(Cl)cc34)c2)CC1 (stereo not drawn)	0	6	12	14	6	-2	2	-7	5	22	-14
25	O=C(c1cc(-c2cccc(O)c2)on1)N1CCCC1	-5	-99	16	-164	-97	-61	-4	-51	-1	37	-2

Whole records as entered above. Order of screens: EBV LMP1 NFkB | NCOA1 inh | TWEAK Fn14 block | LRH-1 inv ag | SRC3 inh | SRC2 inh | KKLEB tox | NR2F2 inh | TROY signal inh | C8 TRAIL sens | CF NFkB block
Cc1noc(COc2ccc(OCc3nc(C)no3)cc2)n1 in the list: -1 | -13 | -2 | 8 | -2 | 9 | 4 | -4 | -4 | 4 | -6
CCc1nnc(NC(=O)[C@@H](NC(=O)c2cccc(S(=O)(=O)N3CCOCC3)c2)C(C)C)s1 in the list: 3 | -10 | 8 | 1 | 11 | -3 | -3 | -6 | -1 | 3 | -3
CC(=O)c1ccc(S(=O)(=O)Nc2cccc(-c3ccc(N4CCOCC4)nn3)c2)cc1 in the list: -14 | -69 | -11 | -53 | -16 | -25 | 1 | -15 | -57 | 32 | -5
COc1ccc(-c2cc(C(=O)Nc3cc(OC)c(OC)c(OC)c3)[nH]n2)c(C)c1 in the list: . | -28 | 17 | -11 | -6 | -21 | 12 | -19 | -12 | 1 | -50
CCOC(=O)N1CCN(C(=O)c2cccc(N3C(=O)NC4CC3(C)Oc3ccc(Cl)cc34)c2)CC1 (stereo not drawn) in the list: 0 | 6 | 12 | 14 | 6 | -2 | 2 | -7 | 5 | 22 | -14

Going on with the list.
entry	canonical_smiles	EBV LMP1 NFkB	NCOA1 inh	TWEAK Fn14 block	LRH-1 inv ag	SRC3 inh	SRC2 inh	KKLEB tox	NR2F2 inh	TROY signal inh	C8 TRAIL sens	CF NFkB block
26	CCCCN(CCCNc1ncnc2nc[nH]c12)c1ccccc1	-22	7	-6	12	3	2	-3	6	-10	-17	35
27	CCOC(=O)[C@]12CCC=C1N(Cc1ccc3c(c1)OCO3)C(=O)[C@H](CC(=O)NCCCOC)C2	.	.	19	-4	.	16	.	7	16	-21	.
28	CCN1C(=O)[C@@H]2[C@@H](c3ccc(-c4ccc(OC)cc4)c(OC)c3)N3CCCC[C@@]3(C(=O)OC)[C@@H]2C1=O	-4	-5	-27	17	28	15	-30	5	-9	5	27
29	Cc1ccc(C)c(NC(=S)NC(=O)c2cncc(Br)c2)c1	.	-2	1	-11	6	1	-3	14	-25	-20	20
30	CCN(CC)CCCNCC(=O)Nc1cc(C)on1	-4	-4	0	6	16	7	-2	18	-4	-5	-1
31	O=C(Cc1ccc(NC(=O)C2CCN(C(=O)c3ccccc3)CC2)cc1)Nc1cccc(C(=O)N2CCCCC2)c1	-2	-10	-31	9	-13	-9	-10	-2	5	4	-19
32	O=C(O)c1ccccc1C(=O)N1CCN(Cc2ccc3c(c2)OCO3)CC1	.	-1	10	-4	-14	8	-1	-3	-9	-1	-2
33	Cc1cc(Cl)ccc1OC(C)C(=O)Nc1cnn(CCCC(=O)O)c1 (stereo not drawn)	4	3	-3	-1	5	0	16	0	-5	18	5
34	Cc1ccc2c(c1)c1nnc(SCC(=O)N3CCCc4ccccc43)nc1n2CC(=O)O	-20	-5	11	4	-2	-14	7	9	-5	-3	7
35	O=C1CC(N2CCSCC2)C(=O)N1c1ccccc1 (stereo not drawn)	-4	-14	-8	0	8	9	-5	-1	-14	3	2
36	CCN(CCO)Cc1csc2ccc(Cl)cc12	5	-4	3	9	12	3	7	15	1	-2	15
37	CCCCn1c(NC(=O)c2ccc(Br)o2)c(S(=O)(=O)c2ccccc2)c2nc3ccccc3nc21	7	-5	74*	26	16	9	-2	25	71*	5	28
38	COc1ccccc1N1CCN(S(=O)(=O)CCNC(=O)c2cc(OC)c(OC)c(OC)c2)CC1	8	-5	-15	21	26	-21	-2	7	-7	11	-3
39	CCCCn1nc(C(=O)N(CC(C)C)c2c(N)n(CCCC)c(=O)[nH]c2=O)c2ccccc2c1=O	-5	-29	16	23	9	-4	-6	0	-7	6	1
40	CCOC(=O)C1C(=O)OC(C)(C)C1C(CC)C(=O)c1c(C)cc(C)cc1C (stereo not drawn)	.	1	4	-5	12	23	-11	14	-4	7	16
41	COc1cccc(-n2ccnc2SCC(=O)Nc2ccccc2F)c1	0	5	7	8	2	-21	4	-6	39	5	-6
42	O=C(NNC(=O)c1ccc(F)cc1F)c1ccc2c(c1)OCO2	-18	-73	-14	-64	-42	-10	12	-41	-38	6	-8
43	CCOC(=O)c1c(-c2cccc([N+](=O)[O-])c2)cn2ccccc12	7	8	13	13	22	-4	14	-4	-5	-2	14

Some of the entries so far, with one line to a screen:
33: Cc1cc(Cl)ccc1OC(C)C(=O)Nc1cnn(CCCC(=O)O)c1 (stereo not drawn)
34: Cc1ccc2c(c1)c1nnc(SCC(=O)N3CCCc4ccccc43)nc1n2CC(=O)O
assay / entry	33	34
EBV LMP1 NFkB	4	-20
NCOA1 inh	3	-5
TWEAK Fn14 block	-3	11
LRH-1 inv ag	-1	4
SRC3 inh	5	-2
SRC2 inh	0	-14
KKLEB tox	16	7
NR2F2 inh	0	9
TROY signal inh	-5	-5
C8 TRAIL sens	18	-3
CF NFkB block	5	7
